Compound activity as filed in PubChem.
GRP78 ERSR act: induces the endoplasmic reticulum stress response in human glioma cells; hit rate 0.02% among 420,000; Potency, µM, inactives show top-dose activation, most hits filed as activators; U87-MG GRP78 promoter luciferase reporter, 16 h; AID 602332; note: series mostly up to about 76 µM; % of control where 0% means no effect; nearly all actives have a fitted effect of over 35% in size
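Stably transfected U87-MG glioma cells carrying a GRP78-based luciferase sensor; 16 h compound incubation. Luminescence end-point read 10 min after Bright-Glo addition at room temperature.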
Vif-A3G inh: Vif-A3G binding inhibition | Q9HC16 | HeLa A3G-eYFP + Vif (tagged APOBEC3G with the HIV-1 protein that degrades it), YFP fluorescence, overnight | Potency, µM (titrated, usually from 46.1 µM), inactives show top-dose activity, negative = active, hits mostly inhibitors | hit rate 0.076% among 410,000 | AID 602310;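 note: % is set by controls: 0 for no effect and ±100 for the full control effect; nearly all actives have a fitted effect of over 60% in size; hits raise eYFP signal because A3G escapes Vif-driven loss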
Target sequence (Q9HC16 whole entry, looked up): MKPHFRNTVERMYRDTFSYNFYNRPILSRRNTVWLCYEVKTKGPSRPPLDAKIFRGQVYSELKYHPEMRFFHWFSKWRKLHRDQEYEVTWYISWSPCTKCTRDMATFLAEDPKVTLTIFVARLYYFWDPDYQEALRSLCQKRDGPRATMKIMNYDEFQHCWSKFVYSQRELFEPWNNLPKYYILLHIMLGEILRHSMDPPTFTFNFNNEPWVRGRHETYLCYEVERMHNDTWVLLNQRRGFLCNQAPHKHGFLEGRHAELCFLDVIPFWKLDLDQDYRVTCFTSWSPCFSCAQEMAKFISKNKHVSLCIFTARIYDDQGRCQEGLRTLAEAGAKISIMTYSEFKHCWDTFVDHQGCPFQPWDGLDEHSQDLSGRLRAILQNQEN
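Read-out is eYFP fluorescence (Ex 488/Em 500-530) from Vif-expressing HeLa A3G-eYFP cells; more signal means A3G escaped Vif-mediated degradation. Cells plated overnight, compound pinned in, incubated overnight at 37 deg C.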
Numbers without * were called inactive; ? = inconclusive; & = joins results of further samples. Calls come from the whole dose curve; as a rule, active = well fitted curve in the direction sought with a large enough effect; inconclusive = small, poorly fitted or top-dose-only effect, or another doubt; inactive = no such curve, though single readings can be large; an effect the other way counts as inactive or inconclusive. Potency is the fitted concentration of half-maximal effect.

Compound	GRP78 ERSR act	Vif-A3G inh
CC1CCN(CC[S-])CC1.O.O.[Cl][Pt]	?	?
COC(=O)CCSc1cc(NCCCOC(C)=O)c([N+](=O)[O-])c2nonc12	-11%	-28%
CNc1cncc(-c2ccc(OC)cc2)n1	6%	-6%
Cc1c(COc2ccc3ccccc3c2)nnn1CC(=O)NS(=O)(=O)c1ccccc1C(F)(F)F	-5%	-2%
NC(c1csc(Nc2nncc3ccccc23)n1)c1ccccc1Cl (stereo unspecified)	-2%	-26%
O=C(COC(=O)C12CC3CC(CC(C3)C1)C2)NCC1CCCO1 (stereo unspecified)	-2%	1%
Nc1ccn([C@@H]2O[C@H](C(=O)Nc3cc(C(F)(F)F)cc(C(F)(F)F)c3)[C@@H](O)[C@H]2O)c(=O)n1	4%	-4%
C(=C\c1ccccc1)/CN1CCN(C(c2cccs2)c2nnnn2-c2ccc3c(c2)OCCO3)CC1 (stereo unspecified)	-6%	2%
COCCNc1ncnc2c1ncn2[C@H]1CN(Cc2ccc(Cl)cc2)C[C@@H](CO)O1	-2%	-4%
OC[C@@H]1CN(Cc2cccc(C(F)(F)F)c2)C[C@H](n2cnc3c(NCc4ccco4)ncnc32)O1	-4%	1%
CN(C)C(=O)c1cccc(-c2cnc3c(NC=O)cc(-c4ccccc4N(C)C)cn23)c1	3%	?
CN1OC[C@@H]2CN(C(=S)NCCc3ccccc3)[C@H](c3ccccc3Br)C[C@@H]21	-3%	-11%
CC(C)COC(=O)N1C(COCc2ccccc2)CCC=CS1(=O)=O (stereo unspecified)	-4%	-12%
CS(=O)(=O)Nc1ccc(-c2cnc3cccnn23)cc1	-3%	2%
OCCc1ccc(NCCc2cccs2)cc1	-1%	2%
COc1ccc(S(=O)(=O)N2CCCCC2c2cc(C(=O)Nc3ccc4c(c3)OCO4)no2)cc1 (stereo unspecified)	-1%	0%
CC(C)(C)S(=O)N1Cc2cc(C(=O)N[C@@H]3CCN(Cc4ccccc4)C3)nc(-c3cccc(-c4cc5ccccc5o4)c3)c2[C@@H]1CCO (stereo partly specified)	-2%	-7%
CCc1nc2ccc(C(=O)NCc3cccs3)cn2c1N(C)Cc1nccs1	0%	-4%
CC(=O)Nc1cncc(-c2cnn(CC(C)C)c2)n1	2%	1%
OC(c1ccc(Cl)c(F)c1)c1ncc(-c2cccc(C(F)(F)F)c2)[nH]1 (stereo unspecified)	-11%	-13%
Cc1ccc(C(O)c2ncc(-c3ccccc3C)[nH]2)cc1 (stereo unspecified)	2%	-2%
CN(C)c1ncnc2c1ncn2[C@H]1CN(Cc2ccc3c(c2)OCO3)C[C@@H](CO)O1	-4%	-2%
O=c1cc(CN2CCCCC2)c2c(ccc3ccccc32)o1	-3%	-2%
N#Cc1ccc(S(=O)(=O)N2CCN(c3nc(-c4cccs4)nc4ccccc34)CC2)cc1	-2%	-1%
O=C(C[n+]1ccccc1)c1ccc(I)cc1	-1%	3%
CCNC(=O)C1(C)CCCN(C(=O)c2ccc(F)c(C)c2)C1 (stereo unspecified)	-3%	-5%
Cc1cc2nc(-c3ccccc3Br)n(/C=C(\c3ccccc3)n3c(=O)[nH]c4ccccc43)c2cc1C	1%	-4%
Cc1cc(C)cc(C(O)c2ncc(-c3cccc(F)c3)[nH]2)c1 (stereo unspecified)	2%	-4%
Cc1ccc(SCC(Cc2ccccc2)N2CCN(C)CCC2=O)cc1 (stereo unspecified)	-3%	3%
CC(=O)Nc1ccc(-c2ccnc3c2CC(C)(C(=O)NCC2CC2)O3)cc1 (stereo unspecified)	-5%	-15%

Brought forward from above: 5 compounds, then new ones.
Compound	GRP78 ERSR act	Vif-A3G inh
CCNC(=O)C1(C)CCCN(C(=O)c2ccc(F)c(C)c2)C1 (stereo unspecified)	-3%	-5%
Cc1cc2nc(-c3ccccc3Br)n(/C=C(\c3ccccc3)n3c(=O)[nH]c4ccccc43)c2cc1C	1%	-4%
Cc1cc(C)cc(C(O)c2ncc(-c3cccc(F)c3)[nH]2)c1 (stereo unspecified)	2%	-4%
Cc1ccc(SCC(Cc2ccccc2)N2CCN(C)CCC2=O)cc1 (stereo unspecified)	-3%	3%
CC(=O)Nc1ccc(-c2ccnc3c2CC(C)(C(=O)NCC2CC2)O3)cc1 (stereo unspecified)	-5%	-15%
COc1cccc(C(C)(O)c2nc(-c3cnn(C)c3)cs2)c1 (stereo unspecified)	-3%	1%
COC(=O)N1CCCCC1c1cc(C(=O)N2CCOCC2)no1 (stereo unspecified)	-2%	-1%
CCOc1ccc(CCN2C(=S)N([C@@H](Cc3ccc(O)cc3)CN3CCC[C@@H]3CN3C(=S)NC[C@@H]3Cc3ccccc3)C[C@@H]2Cc2ccc(O)cc2)cc1	-2%	-1%
Cc1ccc(S(=O)(=O)NC(=O)C2(C)CCN2C(=O)Cc2ccc(C(C)(C)C)cc2)cc1 (stereo unspecified)	-3%	-1%
CN(C)c1ccc(CNC(=O)/C=C/[C@H]2O[C@@H](n3ccc(=O)[nH]c3=O)[C@H](O)[C@@H]2O)cc1	-2%	-1%
COc1cccc(-c2cnc(C(O)c3cccc(CN4CCCCC4)c3)[nH]2)c1 (stereo unspecified)	1%	-2%
CN(Cc1ccc(C(F)(F)F)cc1)C(=O)[C@H]1O[C@@H](n2ccc(=O)[nH]c2=O)[C@H](O)[C@@H]1O	-2%	1%
COc1cccc(CNC(=S)Nc2ccc3c(c2)c(=O)n(C)n3C)c1	-2%	-1%
COc1ccc(OCCN2CCC(C(=O)NC(c3ccc(Cl)cc3)c3cnccn3)CC2)cc1 (stereo unspecified)	-4%	0%
CCN(CC)C(=O)c1cccc(-c2csc(C(C)(NC(C)=O)c3ccc(OC)cc3)n2)c1 (stereo unspecified)	-3%	-8%
O=C(C[n+]1cccc(Br)c1)c1ccc(O)c(O)c1	-2%	0%
CC(C)COC(=O)N1CCCCC1c1cc(C(=O)Nc2ccccc2)no1 (stereo unspecified)	0%	-1%
CN1CCN(C2CN(Cc3cn(Cc4ccccc4F)nn3)S(=O)(=O)C2)CC1 (stereo unspecified)	-1%	2%
C(=NNC1=NCCN1)c1ccnc2ccccc12	3%	-3%
N#Cc1cccc(-c2csc(C(O)c3ccc(F)cc3)n2)c1 (stereo unspecified)	7%	-4%

Individual results from above.
`Cc1ccc(C(O)c2ncc(-c3ccccc3C)[nH]2)cc1` (stereo unspecified) | GRP78 ERSR act = 2%
`CC(=O)Nc1ccc(-c2ccnc3c2CC(C)(C(=O)NCC2CC2)O3)cc1` (stereo unspecified) | Vif-A3G inh = -15%
`C(=NNC1=NCCN1)c1ccnc2ccccc12` | GRP78 ERSR act = 3%
`NC(c1csc(Nc2nncc3ccccc23)n1)c1ccccc1Cl` (stereo unspecified) | GRP78 ERSR act = -2%
`COc1ccc(OCCN2CCC(C(=O)NC(c3ccc(Cl)cc3)c3cnccn3)CC2)cc1` (stereo unspecified) | Vif-A3G inh = 0%

Given with values ahead of the structure: part of the list above.
GRP78 ERSR act	Vif-A3G inh	Structure
7%	-4%	N#Cc1cccc(-c2csc(C(O)c3ccc(F)cc3)n2)c1 (stereo unspecified)
-2%	1%	O=C(COC(=O)C12CC3CC(CC(C3)C1)C2)NCC1CCCO1 (stereo unspecified)

Remaining list, next part:
Compound	GRP78 ERSR act	Vif-A3G inh
CC(C)CC(N)c1csc(NC(=O)c2cc(C(C)(C)C)nn2Cc2ccccc2)n1 (stereo unspecified)	-14%	0%
CCc1nc2ccc(C(=O)Nc3cccc(OCC(=O)N(C)C)c3)cn2c1N(C)Cc1cc2ccccc2s1	-8%	-10%
CCCN(CCC)Cc1cc(=O)oc2cc(C)c(C)cc12	-2%	-5%
Cc1ccccc1N=C(c1ccccc1)C1C(=O)c2ccccc2C1=O	4%	-9%
CC(=O)C1=CCC(c2ccccc2)N(S(=O)(=O)c2ccccc2)C1 (stereo unspecified)	-3%&-2%	-7%&-7%
CCCCNC(=O)C1(C)CCN1C(=O)c1cncc(Br)c1 (stereo unspecified)	1%	-1%
CCCCCCC(=O)N1C/C=C\C(c2ccc(OC)cc2)N(Cc2ccc(F)cc2)C(=O)C1Cc1ccccc1 (stereo unspecified)	-5%	-1%
CC(C)CC(CSc1ccc(Br)cc1)N1CCN(CCc2ccccc2)CCC1=O (stereo unspecified)	-5%	-2%
Cn1c(=O)c2cc(NC(=S)NC3CC3)ccc2n1Cc1cccc(C(F)(F)F)c1	-2%	1%
CN(C)c1ccc(/C=C/c2cc(N(C)C)nc3ccccc23)cc1	-3%	?
O=C(C[n+]1c(Cl)ccc2ccccc21)c1ccc2ccccc2c1	1%	3%
CC1CCC(C(C)C)C(NC(=O)c2ccncc2)C1 (stereo unspecified)	-2%	-2%
COc1ccc(-c2nc3c4ccccc4ccn3c2Cc2ccc(C)cc2)cc1OC	4%	-2%
COCCNC(=O)C1(C)CCCN(C(=O)c2ccc(OC)c(OC)c2)C1 (stereo unspecified)	-5%	-2%
COCc1cccc(-c2csc(C(C)(O)c3cccc(OC)c3)n2)c1 (stereo unspecified)	-1%	1%
CS(=O)(=O)c1ccc(Nc2nc(C(N)COCc3ccccc3)cs2)cc1 (stereo unspecified)	-2%	-3%
Cc1ccc(CNC(=O)C2(C)CCN2C(=O)Cc2ccc(-c3ccccc3)cc2)cc1 (stereo unspecified)	3%	-2%
COc1ccc(NC(=O)C2(C)CCN2C)cc1OC (stereo unspecified)	-3%	-2%
O=C(C[n+]1ccccc1Cl)c1ccccc1	-1%	-2%
COc1cc(-c2cnc3c(NC=O)cc(-c4cccc(NC(C)=O)c4)cn23)cc(OC)c1OC	-5%	?
CCCCCCCCC(c1nc2ccccc2[nH]1)N1CCN=C(c2ccccc2)C1=O (stereo unspecified)	-4%	-2%
CCN(CC)c1c(C)nc2ccc(C(=O)N3CCN(C(=O)c4ccco4)CC3)cn12	-2%	-1%
O=c1cc(CN2CCCCC2)c2ccccc2o1	-1%	-3%
CCOC(=O)C1=C[C@@H](c2ccccc2)N(S(=O)(=O)c2ccc(C)cc2)[C@H]1c1ccccc1Cl	-4%	-2%
COc1cccc(-c2cnc3c(NC=O)cc(-c4ccc(OC)cc4OC)cn23)c1	-5%	-42%
CN1CCCc2ccccc21	-4%	3%
CN(c1ccc(Cl)cc1)c1cc2c(c3c1ccn3C)C1CCC2O1 (stereo unspecified)	-2%	-4%
Cc1ccccc1S(=O)(=O)N(C)C[C@H]1OCc2cn(nn2)CCCC(=O)N([C@H](C)CO)C[C@@H]1C	0%	2%
CC1(C(=O)NCc2ccccc2)CCC(=O)N1CC(F)(F)F (stereo unspecified)	-5%	-2%
COc1ccc(Br)cc1C1C2C=CCC(C)C2C(=O)N1Cc1ccccc1 (stereo unspecified)	?	-2%
COc1ccc(C2Nc3ccccc3C(=O)N2Cc2ccco2)cc1 (stereo unspecified)	-3%	-24%
COc1cc2c(NC3CCN(C)CC3)nc(N3CCCN(C)CC3)nc2cc1OCCCN1CCCCC1	-6%	-2%
O=C1C2C(c3ccccc3)CC=CC2C(c2ccc(C(F)(F)F)cc2)N1Cc1ccccc1 (stereo unspecified)	-12%	-27%
COc1cc(CN2C[C@@H](CO)O[C@@H](n3cnc4c(NCc5ccncc5)ncnc43)C2)cc(OC)c1OC	0%	0%
CCOC(=O)C(=O)N(C)c1c(CC)nc2c(OCc3ccccc3OC)cccn12	-3%	2%
Cc1ccc(C=C(C#N)C(=O)c2ccccc2)cc1	1%	-1%
Cc1cccc(-c2nnc(SC(C)C(=O)Nc3ccccc3)n2C)c1 (stereo unspecified)	1%	-1%
Cc1ccc2nc(CN(C)C(=O)[C@H]3O[C@@H](n4ccc(N)nc4=O)[C@H](O)[C@@H]3O)[nH]c2c1	-3%	-4%
CC(=O)Nc1ccc(C(=O)N2CCCC(c3cc(C(=O)NCc4cccnc4)no3)C2)cc1 (stereo unspecified)	-3%	-3%
CC(C)NC(=O)c1cc(C2CCCCN2S(=O)(=O)c2ccc(C#N)cc2)on1 (stereo unspecified)	-1%	-2%
CCCCNC(=O)C1(C)CCCCN1C(=O)c1ccc2c(c1)C(C)(C)CCC2(C)C (stereo unspecified)	9%	-9%
CCOC(=O)[C@@H](NC(=O)/C=C/[C@H]1O[C@@H](n2cc(C)c(=O)[nH]c2=O)C[C@@H]1O)C(C)C	-4%	0%
CS(=O)(=O)c1ccc(C(=O)OCC(=O)N2CCc3ccccc32)cc1[N+](=O)[O-]	?	1%
CCNC(=O)C1CCCN(Cc2ccc(C(=O)OCC)cc2)CC1 (stereo unspecified)	-1%	1%
CCCCCCCCCC[n+]1ccc(/C=C/c2c[nH]c3ccccc23)c2ccccc21	-12%	4%
CC(c1nc2ccccc2[nH]1)N(C(=O)Cc1csc2ccccc12)c1cccnc1 (stereo unspecified)	-4%	-6%
CCCS(=O)(=O)NC(=O)C1(C)CCN(C(=O)c2ccccc2OC(F)(F)F)C1 (stereo unspecified)	0%	1%
CC(=O)N1CCOCC1c1cc(C(=O)Nc2ccccc2)no1 (stereo unspecified)	1%	-3%
CC(C)(C)c1ccc(C(O)c2ncc(-c3cccc(F)c3)[nH]2)cc1 (stereo unspecified)	2%	-9%
O=C(Nc1ccncc1)c1cc(C2CCCCN2C(=O)CCCc2ccccc2)on1 (stereo unspecified)	0%	2%

Not all compounds are listed; the hit share may differ from the screen's.
